Source: PubChem (several laboratories)
Tat transport = blocks Tat-dependent protein export in E. coli | E. coli MC4100 TorA-mCherry Tat export, fluorescence | inhibition, % at 10 µM | 340,000 tested, 0.036% active | AID 488895;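 active = mean replicate inhibition at least 50% and at least half of replicates individually reaching 50%; inconclusive = only one of the two criteria met; inactive = neither criterion met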;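 also: exported cargo escapes ClpAP degradation while cytoplasmic cargo is degraded and loses fluorescence; 0% = median of neutral control wells and 100% = median of NaSCN control wells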
cardiac RTF act = cardiac RTF calcium sensitization; P19429+P45379; IANBD-labeled TnC RTF fluorescence at EC20 calcium; 0% EC20 calcium, 100% full calcium; activation, % at 7.2 µM; 340,000 tested, 0.24% active; AID 493008;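 active = activation above the mean over all tested compounds plus 3 SD, cut at about 30% in these data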;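 also: rise in fluorescence read as greater calcium sensitivity of cardiac thin filaments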
MITF act = activators of MITF-driven TRPM1 promoter activity in SK-MEL-5 cells; SK-MEL-5 TRPM1-promoter luciferase, 24 h; % of positive control, neutral wells = 0; 300,000 tested, 0.75% active; AID 588334; activation, % at 12.5 µM;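 active = mean activation of at least 80% with every replicate also reaching 80%; inconclusive = mean reaches 80% but some replicate falls short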;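 also: 0% = neutral control wells and 100% = parthenolide positive control wells; values of inactives mirror those of a sister screen read the other way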
CAL PDZ FP-1 = inhibitors of human CAL PDZ peptide binding. Q9HD26. purified CAL PDZ, TMR-peptide fluorescence polarization, 1 h. inhibition, % at 24.9 µM. 300,000 tested, 0.92% active. AID 602252;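 active = mean inhibition of at least 30% with at least half of replicates also reaching 30%; inconclusive = no clear call, values can overlap the other calls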;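 also: 0% = DMSO neutral control and 100% = excess unlabeled competitor peptide PRC23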
CAL PDZ FP-2 = human CAL PDZ-peptide interaction inhibition; inhibition, % at 20 µM; AID 504414; purified CAL PDZ, TMR-peptide fluorescence polarization, 1 h; Q9HD26; 330,000 tested, 0.02% active;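 active = highest replicate inhibition of at least 40%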;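 also: plate controls were DMSO neutral control wells for no effect and unlabeled competitor peptide control wells for full effect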
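Material – purified CerCALP PDZ construct · Detection – FP readout, S and P plane fluorescence · Measure – percent inhibition from loss of millipolarization · Controls – unlabelled peptide for full inhibition, DMSO wells as neutral · Probe or stimulus – TMR-labelled reporter peptide T*-PRC34 bound in PDZ groove · Times – 1 h at RT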
dFosB activator = mouse delta FosB homodimer activation; activation, % at 25 µM; purified delta FosB, TAMRA-CDK5 oligo fluorescence polarization; percent of positive-control signal above neutral wells; P13346; 340,000 tested, 0.99% active; AID 493131;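 active = mean activation above about 17%, with every replicate also reaching it, limit read from the data, passing the limit was not always enough; inconclusive = only one of the two conditions met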;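 also: fluorescence polarization rise as delta FosB binds a TAMRA Cdk5 AP-1 oligo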
Target sequence (P13346 whole entry, looked up): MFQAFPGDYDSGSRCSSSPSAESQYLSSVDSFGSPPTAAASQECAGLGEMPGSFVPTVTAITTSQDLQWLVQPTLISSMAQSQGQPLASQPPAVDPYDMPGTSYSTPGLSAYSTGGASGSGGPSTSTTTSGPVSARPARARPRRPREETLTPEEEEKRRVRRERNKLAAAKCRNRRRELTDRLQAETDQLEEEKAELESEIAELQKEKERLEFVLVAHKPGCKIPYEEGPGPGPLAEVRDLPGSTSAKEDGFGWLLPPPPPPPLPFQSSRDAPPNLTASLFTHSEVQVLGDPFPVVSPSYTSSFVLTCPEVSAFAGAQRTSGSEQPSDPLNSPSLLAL
Rtt109 Vps75 = blocks Candida albicans Rtt109/Vps75 acetyltransferase activity; inhibition, % at 34.9 µM; AID 540336; purified Rtt109/Vps75, ThioGlo CoA-SH fluorescence, 4 h; Q5AAJ8; 330,000 tested, 0.16% active;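 active = inhibition of at least 50% in every replicate; inconclusive = best replicate reaches 50% inhibition but some replicates fall short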
Target sequence (Q5AAJ8 whole entry, looked up): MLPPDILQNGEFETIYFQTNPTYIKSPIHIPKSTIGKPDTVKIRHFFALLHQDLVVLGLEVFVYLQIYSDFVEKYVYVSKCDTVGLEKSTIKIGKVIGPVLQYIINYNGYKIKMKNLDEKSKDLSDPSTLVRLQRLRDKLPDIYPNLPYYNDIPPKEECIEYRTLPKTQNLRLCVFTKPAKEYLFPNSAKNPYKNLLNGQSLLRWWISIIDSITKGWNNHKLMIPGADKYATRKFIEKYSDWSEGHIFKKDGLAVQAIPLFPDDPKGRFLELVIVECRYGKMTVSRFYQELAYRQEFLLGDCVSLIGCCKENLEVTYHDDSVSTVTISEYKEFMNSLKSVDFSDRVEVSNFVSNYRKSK
CDK5 inh = inhibitors of human CDK5/p35 kinase; Q00535+Q15078; Recombinant CDK5/p35, ADP-Glo luminescence, 60 min; inhibition, % at 10 µM; 330,000 tested, 0.01% active;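 active = highest replicate inhibition of at least 50% and at least 75% of replicates reaching 50%; inconclusive = only one of the two criteria met; inactive = both criteria failed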;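 also: plate controls were DMSO neutral control for no effect and GW8510 at 10 µM for full effect; many of its hits are not listed in these tables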
Wnt act = activates Wnt/beta-catenin signaling in a reporter cell assay | activation, % at 9.35 µM | activator, plate reader | 300,000 tested, 1.2% active | AID 743398; in the data active = activation above about 30%, passing the limit was not always enough; inconclusive = no clear call, values can overlap the other calls;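 also: 0% = neutral control wells and 100% = positive control wells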
V-ATPase pH = alters yeast V-ATPase proton transport | AID 504577 | S. cerevisiae, pHLuorin cytosolic pH fluorescence | response, % at 10 µM | 350,000 tested, 0.37% active; in the data active = response mostly above about 7.3%, no sharp cut-off; inactive = mostly below about 5.4%; also: actives read high; inactives centre near 0; some compounds called inactive have numbers as strong as hits
Numbers without * were called inactive; ? = inconclusive; . = no result given; & = joins results of further samples.

SMILES	Tat transport	cardiac RTF act	MITF act	CAL PDZ FP-1	CAL PDZ FP-2	dFosB activator	Rtt109 Vps75	CDK5 inh	Wnt act	V-ATPase pH
N/C(=N\OC(=O)c1ccccc1Cl)c1ccccn1	-12	-8	-65	.	-1.5	-6	1	16	-8	-1
Cc1noc(C)c1CSCC(=O)N(C)CC(=O)Nc1ccc(F)cc1	-7	-5	-1	-4	-3.4	-3	26	0.5	1	5
COc1cc(OC)c(OC)cc1CN1CCc2ccccc2C1	9	6	5	-3	-0.2	1	1	0.2	2	-2
O=C(CN(CC1CCCO1)C(=O)CCC(=O)Nc1nccs1)NCc1ccccc1 (stereo unspecified)	-5	3	1	-8	.	-4	13	-0.9	.	-1
C/C(=N\N=C\c1ccccc1)c1nnn(-c2nonc2N)c1C	-4	-2	36	-2	-0.2	8	5	0.2	.	-3
O=C(O)c1ccccc1NS(=O)(=O)c1ccc(N/N=C/c2cccc(O)c2O)c([N+](=O)[O-])c1	1	-11	-1	0	2.3	-21	-2	-3.6	-2	1
Cc1ccc(CS(=O)(=O)CCC(=O)NCCCN2CCCC2=O)cc1	-7	-6	-1	0	-0.4	-10	4	-0.6	.	-4
COc1cc(C(=O)Cc2nc3ccccc3n2C)cc(OC)c1OC	30	-3	-4	-2	-2.5	-6	-15	-6.3	4	-2
Cc1ccc(OCCNC(=O)C(=O)NCc2ccco2)cc1	-4	0	-7	0	-1.7	1	-19	-1.3	-10	-3
Cc1cc(C)n2nc(SCC(=O)Nc3ccc(F)cc3)nc2n1	3	2	4	2	-0.3	0	14	2.0	-2	7
O=C(Cc1ccc(F)cc1)Nc1nc(-c2ccc(F)cc2)cs1	8	-4	13	-6	-1.2	-7	-5	0.4	1	-1
CCOC(=O)CC(C#N)c1c[nH]c2ccccc12 (stereo unspecified)	-7	-2	4	9	0.6	-2	5	1.1	0	6
Cc1cccc(N(CC(O)CN(C)C)S(=O)(=O)c2ccccc2)c1 (stereo unspecified)	2	3	2	-1	-1.0	-5	1	0.5	-4	11
O=C(Nc1nncs1)c1cc2c(s1)CCC2	3	7	74	.	-0.4	0	11	0.5	29	-1
COc1ccccc1N1CCN(C(=O)/C=C/c2ccccc2)CC1	5	-5	14	10	-2.1	-12	0	1.1	-6	2
O=c1cc(CN2CCN(c3ccccc3)CC2)c2cc(O)c(-c3ccccc3)cc2o1	-4	7	-47	-14	0.8	1	-1	-0.5	.	1
CC1CCCN(C2=C(NS(=O)(=O)c3ccc(Br)cc3)C(=O)c3ccccc3C2=O)C1 (stereo unspecified)	-11	-3	-10	0	-0.4	-11	1	1.2	-1	1
Cc1ccc(N(CC(=O)N2CCc3ccccc32)C2=NC(=O)CS2)cc1	1	4	.	-3	-2.3	-6	7	-1.7	-2	-2
Cc1ccnc(SCCn2c(N(C)Cc3ccccc3)nc3c2c(=O)n(C)c(=O)n3C)n1	-2	-2	22	1	0.4	-6	-9	0.5	-4	5
Cc1ccc(Cn2nnc(C(=O)Nc3cccc(C)c3C)c2N)cc1	2	6	4	-4	0.0	-1	3	1.4	-4&0	1

Single records, as listed above.
`C/C(=N\N=C\c1ccccc1)c1nnn(-c2nonc2N)c1C` reads Tat transport: -4; cardiac RTF act: -2; MITF act: 36; CAL PDZ FP-1: -2; CAL PDZ FP-2: -0.2; dFosB activator: 8; Rtt109 Vps75: 5; CDK5 inh: 0.2; Wnt act: .; V-ATPase pH: -3
`Cc1ccc(CS(=O)(=O)CCC(=O)NCCCN2CCCC2=O)cc1` reads Tat transport: -7; cardiac RTF act: -6; MITF act: -1; CAL PDZ FP-1: 0; CAL PDZ FP-2: -0.4; dFosB activator: -10; Rtt109 Vps75: 4; CDK5 inh: -0.6; Wnt act: .; V-ATPase pH: -4

Continuation:
SMILES	Tat transport	cardiac RTF act	MITF act	CAL PDZ FP-1	CAL PDZ FP-2	dFosB activator	Rtt109 Vps75	CDK5 inh	Wnt act	V-ATPase pH
Fc1ccc(CN2CCCCCC2)c(F)c1	-7	-5	2	.	-0.5	7	-1	0.6	.	-2
CSC1=NC(C(Cl)(Cl)Cl)N=C(c2ccc(C)cc2)N1 (stereo unspecified)	8	4	7	-3	-2.3	-9	4	-0.8	-3	0
CN(C)CCCN(C(=O)COc1ccccc1)c1nc2c(Cl)cccc2s1	-4	-1	1	-3	-5.8	-11	-1	-0.4	13	2
O=C(NNC(=S)Nc1ccccc1C(F)(F)F)c1ccc(Br)o1	5	-7	0	2	0.3	-7	-3	-0.8	-1	-2
CC1CCc2c(ccc3ccccc23)C1=O (stereo unspecified)	2	-6	11	2	-0.7	-7	-2	0.2	0	0
COc1ccc(CNC(=O)C2CCN(c3nccs3)CC2)cc1	-1	11	-4	-2	-0.5	-2	-18	1.1	-3	0
CC(C)CC(=O)N(c1ccc(F)cc1)C1C=CS(=O)(=O)C1 (stereo unspecified)	9	-4	11	11	0.2	-2	-5	2.2	0	-2
OCC[C@@H]1C[C@H](O)[C@@H](O)[C@]2(CCc3ccccc3O2)O1	-3	-5	-7	-5	-0.4	5	-7	0.9	-2	-1
Cc1ccc(-n2c(C)nnc2SCC(=O)N2CCc3ccccc3C2)cc1	0	-2	-4	-5	0.4	-7	-2	1.8	-3	0
CC1CCN(C(=O)c2cc(F)c(F)cc2Cl)CC1	1	1	.	.	-0.6	-1	1	-1.1	0	4
CCN(CC)CCOC(=O)c1ccc(NC(=O)CNC(=O)C2CCCCC2)cc1	-10	-1	1	-2	0.3	-16	-14	-1.0	-2	6
COc1ccccc1CCNC(=O)C1CCC(=O)N(C2CC2)C1 (stereo unspecified)	-3	2	9	-5	-2.9	-3	-9	-1.5	-1	-1
CCCNC(=O)N1CCC(C(=O)c2cccc(F)c2)CC1	5	0	-6	-1	-1.7	-1	7	-0.9	-2	4
Cc1ccc(C)n1-c1sc2c(c1C(=O)O)CCCC2	-1	-6	-14	-8	-1.3	-14	2	-4.5	-8	1
CN(C)CCNC(=O)C(=O)Nc1cc2c3c(c1)CCN3C(=O)CC2	-2	-1	13	-4	-2.3	4	-4	0.0	1	8
CCOC(=O)c1cnc2ccc(C(=O)OC)cc2c1Nc1cccc(C(=O)O)c1	-5	-2	-6	-1	-1.3	-1	3	-1.6	1	0
Cn1cccc1/C=C1\SC(=Nc2ccccc2)NC1=O	0	-1	.	.	-0.8	-2	3	-3.3	0	1
Cc1cc(C)n(-c2ccc(Cl)c(C(=O)Nc3ccc(OC(F)(F)F)cc3)n2)n1	5	-2	9	-2	-2.5	-12	-1	0.6	-3	2
Cc1ccc(C(=O)O)cc1-c1ccc(/C=C2\SC(=O)N(CC(=O)Nc3ccc4c(c3)OCO4)C2=O)o1	2	1	-7	-4	-5.4	-8	-9	-0.7	0	5
Cc1ccc(S(=O)(=O)Nc2nc(-c3ccc(F)cc3)cs2)cc1	-1	-2	7	.	-1.3	-8	38	0.7	-3	3
COCCN(Cc1ccccc1)C(=O)Cc1ccc(OC)c(S(=O)(=O)N2CCOCC2)c1	-7	-2	10	-1	-0.8	-8	-7	0.8	2	-3
Cc1cccc(OCC(=O)NCCCNC(=O)c2cccnc2)c1	1	-3	1	-4	-2.4	2	11	0.5	0	4
CCOC(=O)c1nnc(-c2ccccc2)nc1N1CCSCC1	3	-4	-1	6	-1.1	-11	-6	2.4	-3	-2
COc1ccccc1N1CC(C(=O)Nc2ccc(C)c(S(=O)(=O)N3CCOCC3)c2)CC1=O (stereo unspecified)	-3	-3	8	-8	-1.5	-8	-5	0.1	6	1
CCc1nnc(NS(=O)(=O)c2ccc(NC(=O)c3cccc([N+](=O)[O-])c3)cc2)s1	9	-2	3	-4	-3.2	-5	5	-11	-1	-5
O=C(O/N=C1/CCSc2ccccc21)c1ccccc1	5	2	5	-3	-1.0	6	-3	-0.4	.	1
Nc1oc2ccc(F)cc2c(=O)c1C=O	1	4	7	-3	-3.7	1	6	2.2	-6	2
Cc1ccc(C(C)NC(=O)c2cccs2)cc1 (stereo unspecified)	1	5	.	.	-0.7	-1	4	-0.5	1	2
CC(=O)Nc1ccc(NC(=O)C(C)c2cccc(C(=O)c3ccccc3)c2)cc1 (stereo unspecified)	9	-4	9	3	-2.5	-7	5	-1.6	1	-1
Cc1ccc(CCNC(=O)CSCc2ccc(F)cc2)cc1	-3	4	-6	.	-0.7	-3	0	-1.3	0	1
Cn1cc(/C=C/C(=O)N2CCCC(C(=O)c3ccc(C(C)(C)C)cc3)C2)cn1 (stereo unspecified)	3	0	-5	-2	-0.3	-17	6	-0.4	2	-2
CCOC(=O)C(NCCc1ccc(F)cc1)(NC(=O)CC)C(F)(F)F (stereo unspecified)	-11	-1	4	-3	0.3	-2	26	0.8	-5	-3
CCCNC(=O)C(Cc1ccc(Cl)cc1)NC(=O)c1ccc(-c2ccccc2)cc1 (stereo unspecified)	-14	2	-13	0	-6.2	-8	-5	-3.3	-5	0
Cc1ccc(-n2c(=O)[nH]c3ncccc3c2=O)cc1	-8	-6	6	.	-0.4	-4	-2	-1.1	-1	1
CNS(=O)(=O)c1cccc(C(=O)OCc2csc(-c3ccccc3)n2)c1	1	3	29	7	-2.6	-15	-1	-0.7	.	2
Cc1ccc(S(=O)(=O)NCC2(c3ccccc3)CCOCC2)cc1	-1	2	-9	-5	0.1	-3	2	1.2	0	-1
O=C(Cn1ccc([N+](=O)[O-])n1)NCc1nc2ccccc2[nH]1	10	0	1	44*	-1.5	4	3	2.3	-2	-1
COc1ccc(/C=C2\SC(=S)N(CCCC(=O)N3CCOCC3)C2=O)cc1OC	-10	-5	8	2	-0.7	-2	-4	1.8	-1	-7
Cc1ccc(S(=O)(=O)N2CCN(c3ccccc3)CC2)cc1C(=O)NC1CCCCC1	-2	-4	-17	.	0.0	3	11	0.3	0	2
Cc1ccc(N=CC2=C(O)CC(c3ccc(Cl)cc3)CC2=O)cc1 (stereo unspecified)	-1	-2	0	.	-0.4	-3	-2	0.1	-2	1
CCN(CC)CCN1C(=O)C(=O)/C(=C(/O)c2ccc(OC(C)C)cc2)C1c1cccs1 (stereo unspecified)	7	-7	.	.	-1.0	-3	6	5.4	14	0
C#CCOCCOCCOCCNc1nc(N2CCN(C(=O)CCCCCCCCCCNC(=O)[C@H](CO)n3cc(CCCSC)nn3)CC2)nc(N2CCN(C(=O)CCCCCCCCCCNC(=O)[C@H](CCCN=C(N)N)n3cc(C[C@@H](C)CC)nn3)CC2)n1	0	0	-88	-6	-0.6	-24	?	-3.7	.	-2
O=C(NCc1ccc(Cl)cc1)c1noc2c1CCCC2	1	-3	35	.	-1.7	-4	7	0.8	.	-1
CCc1nnc(SC(C)C(=O)Nc2nccs2)n1C (stereo unspecified)	-10	-4	-2	.	-0.6	4	-4	0.9	1	-1
CC(=O)OC(=C(OC(C)=O)c1ccccc1)c1ccccc1	-7	-3	5	-1	-0.6	0	-6	0.7	-6	-2
Cc1ccc(C(=O)N/C(=C\c2ccc3c(c2)OCO3)C(=O)Nc2ccc(C(=O)O)cc2)cc1	-2	-4	15	4	-2.6	9	10	-0.3	0	3
CC(C(=O)Nc1ccccc1-c1ccccc1)N1CCN(C(=O)c2ccccc2)CC1 (stereo unspecified)	6	-5	6	-1	-1.9	3	8	1.3	2	1
